# Source: PubChem BioAssay (several laboratories)
# S1P2 blocker = antagonists of human S1P2 receptor; inhibition, % at 5 µM; AID 736; 97,000 compounds, 0.21% hits; O95136; cell-based S1P2 antagonist assay, inhibition at 5 uM; in the data active means inhibition above about 45%;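 further: CRE beta-lactamase reporter cells expressing human S1P2 stimulated with S1P; 0% = agonist at EC80 alone and 100% = agonist plus reference antagonist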
# Target sequence (O95136 whole entry, looked up): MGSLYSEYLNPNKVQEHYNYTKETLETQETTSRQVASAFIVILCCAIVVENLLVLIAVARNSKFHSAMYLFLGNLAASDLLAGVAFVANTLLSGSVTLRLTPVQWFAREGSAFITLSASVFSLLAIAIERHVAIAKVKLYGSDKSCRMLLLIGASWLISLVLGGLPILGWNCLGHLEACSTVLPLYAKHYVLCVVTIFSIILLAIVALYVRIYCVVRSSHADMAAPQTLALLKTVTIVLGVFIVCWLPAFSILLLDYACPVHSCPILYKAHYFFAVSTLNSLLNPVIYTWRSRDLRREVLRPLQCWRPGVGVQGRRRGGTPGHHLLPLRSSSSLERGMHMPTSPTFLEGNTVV
# PostGolgi ctrl = inhibits growth of the yeast control strain; efflux-deficient yeast background strain, growth absorbance A615, 16 h; 98,000 compounds, 5% hits; AID 738; inhibition, % at 10 µM
# S1P2 agonist = S1P2 (human) receptor agonism | O95136 | S1P2-expressing cell line, agonist reporter read-out | activation, % at 4.5 µM | 97,000 compounds, 0.46% hits | AID 729; in the data active means activation above about 16%;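 further: 0% = vehicle low control and 100% = maximal reference agonist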
# PTPN22 act = increases human PTPN22 phosphatase activity; Q9Y2R2; recombinant LYP, DiFMUP fluorescence; 0 = plate median, 100 = signal doubled; activation, % at 2 µM; 96,000 compounds, 0.11% hits;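 active means activation at 2 µM above a set limit, the mean plus 5 SD, cut at about 37% in these data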
# PTPN22 inh 2 = inhibitors of human LYP (PTPN22) phosphatase | Q9Y2R2 | recombinant LYP catalytic domain, DiFMUP fluorescence | inhibition, % at 2 µM | 96,000 compounds, 0.21% hits | AID 640;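 active means inhibition at 2 µM at or above a set limit, the screen mean plus 3 SD, cut at about 24% in these data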;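 further: 0% = DMSO with enzyme and 100% = enzyme fully blocked by orthovanadate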
# FAK blocker = blocks human focal adhesion kinase activity | inhibition, %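 (tested at 7 µM)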 | Q05397 | 97,000 compounds, 0.84% hits | AID 727 | biochemical FAK kinase activity assay; in the data active means inhibition above about 19%;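 further: 0% = DMSO and 100% = reference compound high control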
# EphB4 antag = blocks human EphB4 binding to ephrin-B2; EphB4 LBD / TNYL-RAW-Alexa532 peptide, fluorescence polarization; inhibition, % at 7 µM; 97,000 compounds, 0.15% hits;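 active means inhibition above the screen-wide mean inhibition plus 3 SD, cut at about 15% in these data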;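 further: 0% = DMSO wells and 100% = excess unlabeled TNYL-RAW peptide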
# HIV Rev-RRE inh = inhibitors of HIV-1 Rev-RRE RNA interaction. P05866. Rev peptide-RRE RNA binding, FRET. inhibition, % at 8 µM. 97,000 compounds, 0.79% hits;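 active means inhibition above the screen-wide mean plus 3 SD, cut at about 35% in these data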;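 further: 0% = median DMSO wells and 100% = median Neomycin B control wells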
# Target sequence (P05866 whole entry, looked up): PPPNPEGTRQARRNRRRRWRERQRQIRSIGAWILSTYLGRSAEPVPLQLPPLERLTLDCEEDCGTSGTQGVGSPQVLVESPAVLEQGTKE
#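 Assay system: Labelled RRE RNA duplex and labelled Rev peptide | Times: 5 min preincubation and 15 min binding, 25 °C | Detection: FRET, ex 480 nm, em 540 and 671 nm | Evaluation: % inhibition of FRET ratio versus controls | Benchmarks: DMSO wells as 0% and neomycin B wells as 100% inhibition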
# PostGolgi yeast = growth inhibition of a yeast mutant, post-Golgi transport screen; inhibition, % at 10 µM; 98,000 compounds, 0.9% hits; post-Golgi transport phenotypic cell assay; AID 739;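 further: yeast cells grown in 1536-well plates; yeast grown about 18 h at 30C before absorbance read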
# * = called active by the depositor; · = no result given. Unless noted, no stated cut-off is given here; in the data, active means inhibition above about 30%; inactive means the rest.
SMILES,S1P2 blocker,PostGolgi ctrl,S1P2 agonist,PTPN22 act,PTPN22 inh 2,FAK blocker,EphB4 antag,HIV Rev-RRE inh,PostGolgi yeast
COCc1cc(C)nc(OCC(=O)N/N=C/c2cccc(OC)c2)c1C#N,24,7,-8,-4,7,6,3,5,-3
Cc1ccc2c(c1)-c1cc(C)nn1C(c1ccc3c(c1)OCO3)N2 (stereo not drawn),-2,14,0,1,-4,2,1,8,-3
Cc1cc(OCCN2CC(C)OC(C)C2)ccc1[N+](=O)[O-] (stereo not drawn),2,11,-2,-2,1,-1,1,2,-3
CCOc1cc(CNCCO)c(Cl)cc1OCC(=O)NCCc1ccccc1,11,0,-3,0,4,1,0,1,8
CC(C)(C)NC(=O)c1nc2ccccc2s1,3,-1,-10,-2,0,-3,-2,9,0
Cc1nc2ccc(S(=O)(=O)NCC(=O)N3CCc4ccccc4C3)cc2s1,-6,-1,-1,-5,1,1,5,1,10
CN(C(=O)c1cc2sccc2n1C)C1CCCCC1,-5,5,-8,6,-2,2,2,5,2
CN(CC(=O)Nc1nccs1)S(=O)(=O)c1ccc(F)cc1,15,5,-1,-6,8,-6,-3,4,0
Nc1nc(C(=O)N2CCOCC2)nn1S(=O)(=O)c1ccc(Cl)cc1,4,-1,-4,4,-7,2,-2,5,-2
Cc1nnc(SCc2ccc(C(=O)c3ccc(Cl)cc3)o2)n1-c1ccccc1,18,·,-4,-8,10,10,7,9,·
CCOC(=O)CSc1nc(-c2ccccc2)nc2c1oc1ccccc12,2,-1,-7,-5,7,-3,5,7,4
N#Cc1c(-c2ccc(Cl)cc2)nc2n(c1=O)CCCS2,8,2,-5,-6,7,-4,4,5,-1
CC(=O)c1c(N2CCN(C)CC2)[nH]c(-c2ccccc2)nc1=S,14,8,-9,-1,3,1,5,7,-3
CCSc1nnc(NC(=O)CSc2nc3c(c(=O)n2CC)SC(C)C3)s1 (stereo not drawn),4,-6,-3,-1,-2,-4,-7,2,-1
COCCn1c(SCC(=O)NC(=O)NC(C)C)nc2ccccc21,-13,17,-5,19,-15,3,-1,1,8
COc1ccc2c(c1)OC(O)(C(F)F)CC2=O (stereo not drawn),18,13,-4,3,1,3,-3,9,7
COc1ccc(NC(=O)C(=O)NCCN2CCN(C(=O)C(c3ccccc3)c3ccccc3)CC2)cc1,-2,17,-2,8,-6,-10,-8,4,13
O=C(Cc1ccccc1)N/N=C/c1ccc(OCC(=O)Nc2ccccc2)cc1,0,-4,-12,-6,9,16,-1,9,-5
COc1ccc(NC(=O)C2CCCN(S(=O)(=O)c3cccc4cccnc34)C2)cc1 (stereo not drawn),15,3,-6,6,-7,5,3,8,8
CCN1C(=O)CSC1=NC12CC3CC(CC(C3)C1)C2,0,16,-6,-5,6,-1,0,14,16
Cc1cc(C)cc(OC(=O)N2CCOCC2)c1,-3,13,-4,2,-2,-2,1,1,3
CCOc1ccc(NS(=O)(=O)c2ccc(NC(=S)NC(=O)C(C)C)cc2)cc1,-8,12,-3,3,-6,1,4,2,-3
COC(=O)c1cn[nH]c1NC(=S)Nc1ccc(Cl)c(Cl)c1,-2,42*,-6,-4,2,1,5,6,-3
C=CCNc1sc(C(=O)c2ccc(Br)s2)c(N)c1C#N,1,4,-3,6,-3,1,2,18,-5
Cc1nc2ccccc2cc1OCc1ccc(F)cc1,57*,8,-9,·,·,-2,-4,6,3
CSc1nnc(-c2ccc(F)cc2)o1,31,7,-2,4,-5,6,5,7,9
O=C(CN1C(=O)c2ccccc2S1(=O)=O)NC1CC2CCC1C2 (stereo not drawn),9,6,-6,-5,5,6,-1,6,-5
Cc1ccc(S(=O)(=O)C(CCC(=O)c2ccc(Cl)cc2)C(N)=O)cc1 (stereo not drawn),19,3,-5,-7,9,2,-1,14,13
O=S(=O)(Nc1ncn[nH]1)c1ccc(Cl)cc1,7,19,1,-4,4,1,4,9,4
CC(NC(=O)c1ccc(-c2cc(C(F)(F)F)ccc2Cl)o1)c1ccccc1 (stereo not drawn),4,7,-4,-10,9,-1,0,1,-1

# Reprinted from the part before: 3 entries, then new ones.
SMILES,S1P2 blocker,PostGolgi ctrl,S1P2 agonist,PTPN22 act,PTPN22 inh 2,FAK blocker,EphB4 antag,HIV Rev-RRE inh,PostGolgi yeast
Cc1ccc(S(=O)(=O)C(CCC(=O)c2ccc(Cl)cc2)C(N)=O)cc1 (stereo not drawn),19,3,-5,-7,9,2,-1,14,13
O=S(=O)(Nc1ncn[nH]1)c1ccc(Cl)cc1,7,19,1,-4,4,1,4,9,4
CC(NC(=O)c1ccc(-c2cc(C(F)(F)F)ccc2Cl)o1)c1ccccc1 (stereo not drawn),4,7,-4,-10,9,-1,0,1,-1
CCCCCCCOc1ccc(OC(=O)c2ccncc2)cc1,-44,-1,2,-6,8,0,-1,14,-4
CC(CC(=O)Nc1ccc2c(c1)OCCO2)c1ccccc1 (stereo not drawn),13,3,-9,4,-1,-6,-5,3,-10
COc1ccc(-n2nc(C(=O)NCC(=O)NCc3ccc(F)cc3)c3ccccc3c2=O)c(OC)c1,7,11,-5,5,-8,-13,-2,-2,4
CCCCOCP(=O)(CC)COCCCC,3,5,-3,-2,2,0,4,5,2
CCNC(=S)NNC(=O)c1cccnc1,-9,·,-5,-1,0,0,-1,5,·
Cc1ccc(C2=[N+]([O-])C3(CCCCC3=O)N(O)C2(C)C)cc1 (stereo not drawn),8,6,-2,8,-8,0,-2,2,-10
CC(C#N)Sc1ncnc2sc3c(c12)CCC3 (stereo not drawn),-18,4,-2,-9,6,13,-2,1,-1
COC(=O)CCCCCc1ccc(C(C)=O)s1,11,8,-5,4,-2,3,-7,2,6
COc1ccc(CCNS(=O)(=O)c2ccc3c(c2)n(C)c(=O)c(=O)n3C)cc1OC,9,5,-3,-10,8,0,2,5,-1
CCC(c1nnnn1C1CCCCC1)N1CCN(C2CCCC2)CC1 (stereo not drawn),6,11,-6,0,-2,-5,-10,-2,-3
CCN1C(=O)C2(C(C#N)=C(N)Oc3c2c(C)nn3-c2ccccc2)c2ccccc21 (stereo not drawn),-4,7,-9,2,-2,-3,-3,10,2
CC(C)(C)C(=O)Nc1ccc(N2CCCC2)cc1,10,19,-1,-1,3,4,5,-1,-6
C/C(=N/O)c1cc(C(C)(C)C)c(O)c(C(C)(C)C)c1,-6,9,-3,0,2,-2,-3,7,1
COC(=O)c1ccccc1NC(NC(=O)c1ccco1)C(=O)c1ccc(C)cc1 (stereo not drawn),-10,-7,-8,-7,5,2,3,6,-6
CN(CC(=O)Nc1ccccn1)S(=O)(=O)c1ccc(Cl)cc1,-2,·,1,-8,3,-2,0,0,·

# In a second layout: results already given.
# The line under a structure holds: S1P2 blocker, PostGolgi ctrl, S1P2 agonist, PTPN22 act, PTPN22 inh 2, FAK blocker, EphB4 antag, HIV Rev-RRE inh, PostGolgi yeast
> CCC(c1nnnn1C1CCCCC1)N1CCN(C2CCCC2)CC1 (stereo not drawn)
    6, 11, -6, 0, -2, -5, -10, -2, -3
> CCN1C(=O)C2(C(C#N)=C(N)Oc3c2c(C)nn3-c2ccccc2)c2ccccc21 (stereo not drawn)
    -4, 7, -9, 2, -2, -3, -3, 10, 2
> CC(C)(C)C(=O)Nc1ccc(N2CCCC2)cc1
    10, 19, -1, -1, 3, 4, 5, -1, -6
> C/C(=N/O)c1cc(C(C)(C)C)c(O)c(C(C)(C)C)c1
    -6, 9, -3, 0, 2, -2, -3, 7, 1
> COC(=O)c1ccccc1NC(NC(=O)c1ccco1)C(=O)c1ccc(C)cc1 (stereo not drawn)
    -10, -7, -8, -7, 5, 2, 3, 6, -6

# Following part
SMILES,S1P2 blocker,PostGolgi ctrl,S1P2 agonist,PTPN22 act,PTPN22 inh 2,FAK blocker,EphB4 antag,HIV Rev-RRE inh,PostGolgi yeast
C=CCC(NCc1ccccc1)c1ccco1 (stereo not drawn),-7,0,-7,13,-14,-1,2,8,-6
CCS(=O)(=O)n1nc(-c2ccc(C)cc2)nc1N,-6,4,1,11,-12,1,-6,3,-2
Cc1ccc2c(c1)CCCN2C(=O)C1CCCO1 (stereo not drawn),6,8,-2,0,-2,1,9,6,1
O=C(COc1nncc2ccccc12)NCCC1=CCCCC1,-10,9,-4,9,-9,-3,-10,2,5
CCOC(=O)CSc1nc(C2CC2)nc2ccccc12,-18,39*,-8,10,-12,67*,2,3,4
CSc1nnc(-c2ccccc2Cl)o1,-9,2,-3,7,-8,0,-1,4,3
Cc1ccc(-n2nc(-c3cccnc3)cc2C(=O)N2CCOCC2)c(C)c1,3,-5,-5,-9,11,-2,7,15,-4
CCOc1cc2[nH]c(=S)n(CCC(=O)N3CCc4ccccc4C3)c(=O)c2cc1OCC,6,-2,-3,-2,5,-2,4,0,7
COc1cc(OC)cc(C(=O)NCc2cccnc2)c1,9,4,-5,-3,5,9,7,0,-2
CCCCn1c(C)nc2c(=O)n(C)c(=O)[nH]c21,12,-1,-7,-8,6,-6,1,1,-11
CCNC(=O)N1CCNC(=O)C1CC(=O)Nc1ccc(C(=O)OCC)cc1 (stereo not drawn),-12,14,0,5,-6,5,-1,2,0
CCOC(=O)COn1c(=O)c(-c2ccc(OC)c(OC)c2)[n+]([O-])c2ccccc21,0,11,-3,-5,2,2,2,3,11
Cc1cc(C(=O)CSc2nnnn2C)c(C)n1CCc1ccc(F)cc1,-8,-7,-6,-3,6,-7,-1,-4,12
CCOC(=O)c1ccccc1NC(=O)COc1cc(=O)n(CC)c2ccccc12,-36,2,4,-16,16,2,4,8,9
CCOC(=O)c1[nH]c2ccc(Cl)cc2c1NC(=O)c1nonc1C,-14,15,-6,-2,5,6,3,14,3
Cc1ccc(C)c(NC(=O)c2ccc3ccccc3n2)c1,11,-9,-3,-12,12,-1,9,4,4
CC(=O)Nc1ccc(S(=O)(=O)N2CCN(c3ccc(C)c(Cl)c3)CC2)cc1,15,18,-9,6,-9,-7,7,0,-1
O=c1c2[nH]c3ccccc3c2ncn1CCN1CCNCC1,11,19,-4,-1,1,-2,-14,3,0
COc1ccc(OC)c(S(=O)(=O)NCc2cn3cccc(C)c3n2)c1,-8,·,0,-2,2,1,4,6,·
CC(C)CNC(=O)C1CCN(c2ccc(S(=O)(=O)N3CCOCC3)cc2)CC1,16,5,-6,11,-14,-2,-2,5,19
O=C(Nc1ccc2c(c1)OCO2)c1c(F)cccc1F,-8,4,-4,10,-10,0,-3,2,13
COc1ccccc1OC(C)C(=O)Nc1nc(-c2ccc(S(=O)(=O)N3CCOCC3)cc2)cs1 (stereo not drawn),9,13,-8,-9,6,3,-1,-2,3
CCCCN(Cc1cc2cc(OC)ccc2[nH]c1=O)C(=O)c1ccco1,-7,4,-3,2,0,-3,3,7,-2
Cc1ccccc1NC(=O)c1cccc(OCc2c(C)noc2C)c1,-1,9,-9,6,-2,-5,-3,3,10
Cc1ccc2nc3n(c(=O)c2c1)CCCCC3,-13,·,-1,1,-8,-2,6,4,·
CC1=C(C(N)=O)C(c2cccnc2)n2nc(SCc3ccccc3Cl)nc2N1 (stereo not drawn),-26,·,-5,46*,-48,2,-1,-2,·
CCCCN(C)S(=O)(=O)c1ccc(C(=O)Nc2nnc(-c3cccs3)o2)cc1,8,7,-3,-8,7,-4,1,7,15
CN(C)c1nc(Nc2ccccc2)nc(Oc2ccc(=O)[nH]n2)n1,-15,1,-9,-1,5,-1,11,3,4
CCOC(=O)c1ccc(S(=O)(=O)N2CCNCC2)cc1,1,-5,-1,-2,3,1,-1,8,-3
O=C(Nc1nncs1)c1cccc(S(=O)(=O)N2CCOCC2)c1,-14,-12,-9,-3,5,-1,-2,8,4
COc1ccc(-c2nnn(CC(=O)c3ccc4c(c3)OCCO4)n2)cc1OC,-11,·,-7,16,-12,10,4,9,·
COC(=O)C1=C(CN2CCc3ccccc32)NC(=O)NC1c1cc(C)ccc1C (stereo not drawn),7,32*,-3,2,-6,0,-1,0,-10
CC(C)COc1ccc(-c2nn(-c3ccccc3)cc2C(=O)Nc2nccs2)cc1,-35,4,0,4,-3,0,-3,11,21
